# Screening data deposited in PubChem by NMMLSC.
# RPL19A TOR yeast: modulators of TOR pathway RPL19A-GFP in S. cerevisiae; S. cerevisiae RPL19A-GFP strain, flow cytometry, 3 h; hits give low values; percent response vs DMSO, % at 10 µM; 330,000 compounds, 0.3% hits; AID 2025;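 active = percent response vs DMSO below 50%; inconclusive = fewer than 70 events counted for the yeast strain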;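 note: median channel GFP fluorescence of the barcoded RPL19A-GFP strain; ratio of sample median GFP to plate DMSO average so 100% = DMSO; lower means less RPL19A-GFP as with rapamycin TOR inhibition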
# LAP4-GFP MLPCN: alters LAP4-GFP fluorescence in TOR pathway yeast screen. S. cerevisiae LAP4-GFP multiplex, flow cytometry GFP, 3 h; median GFP as percent of DMSO wells. GFP response vs DMSO, % at 10 µM. 320,000 compounds, 0.34% hits;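 active = GFP response vs DMSO above a set limit, about the screen mean plus 3 SD, cut at about 150% in these data; inconclusive = under 70 cell events counted for the yeast strain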
# GRK2 inh: inhibitors of human GRK2 displacing RNA aptamer. bead flow cytometry, FAM-aptamer displacement from GRK2. inhibition of aptamer binding, % at 10 µM. 330,000 compounds, 0.59% hits. AID 488847;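 active = inhibition of aptamer binding above 40%, roughly 3 SD of noise, on plates passing a quality check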;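 note: median bead fluorescence of bound FAM aptamer so fluorescent compounds give negative values; no value below 0 was filed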
# AGP1 TOR yeast: alters AGP1-GFP fluorescence in TOR pathway yeast screen; S. cerevisiae AGP1-GFP multiplex flow cytometry, 3 h; GFP as percent of DMSO wells; GFP response vs DMSO, % at 10 µM; 320,000 compounds, 0.02% hits;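 active = GFP response relative to DMSO above a set limit, near screen average plus 3 SD, cut at about 150% in these data; inconclusive = fewer than 70 cells counted for the yeast strain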;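 note: median GFP channel fluorescence of the gated AGP1 strain per well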
# CIT2 TOR yeast: modulators of TOR pathway CIT2-GFP in S. cerevisiae; S. cerevisiae CIT2-GFP strain, flow cytometry, 3 h; 100 means same as DMSO wells; GFP response vs DMSO, % at 10 µM; 320,000 compounds, 0.065% hits; AID 2029;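 active = GFP response relative to DMSO above a set limit, near the screen mean plus 3 SD, cut at about 150% in these data; inconclusive = Fewer than 70 cells measured for a yeast strain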;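 note: ratio of well median GFP fluorescence to mean of DMSO wells on the plate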
# CR mimetic SO: yeast age-related superoxide inhibition as caloric restriction mimetic; AID 2690; superoxide response (% of plate mean), % at 10 µM; S. cerevisiae aged cells, superoxide DHE fluorescence; hits give low values; 330,000 compounds, 0.18% hits;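 active = superoxide response under a set limit, about three screen SD below normal, cut at about 65% in these data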;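 note: yeast aged for seven days with compound at 30 °C before DHE staining; 100% = average MFI of all compound-treated wells on the plate with controls excluded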
# VLA-4 inh: inhibition in a human VLA-4 binding assay; VLA-4 expressing cells, ligand binding flow cytometry; AID 2557; inhibition, % (about 7 µM as worked out from the volumes in the protocol); 330,000 compounds, 0.2% hits; P13612; in the data active = inhibition above about 50%
# Target sequence (P13612 whole entry, looked up): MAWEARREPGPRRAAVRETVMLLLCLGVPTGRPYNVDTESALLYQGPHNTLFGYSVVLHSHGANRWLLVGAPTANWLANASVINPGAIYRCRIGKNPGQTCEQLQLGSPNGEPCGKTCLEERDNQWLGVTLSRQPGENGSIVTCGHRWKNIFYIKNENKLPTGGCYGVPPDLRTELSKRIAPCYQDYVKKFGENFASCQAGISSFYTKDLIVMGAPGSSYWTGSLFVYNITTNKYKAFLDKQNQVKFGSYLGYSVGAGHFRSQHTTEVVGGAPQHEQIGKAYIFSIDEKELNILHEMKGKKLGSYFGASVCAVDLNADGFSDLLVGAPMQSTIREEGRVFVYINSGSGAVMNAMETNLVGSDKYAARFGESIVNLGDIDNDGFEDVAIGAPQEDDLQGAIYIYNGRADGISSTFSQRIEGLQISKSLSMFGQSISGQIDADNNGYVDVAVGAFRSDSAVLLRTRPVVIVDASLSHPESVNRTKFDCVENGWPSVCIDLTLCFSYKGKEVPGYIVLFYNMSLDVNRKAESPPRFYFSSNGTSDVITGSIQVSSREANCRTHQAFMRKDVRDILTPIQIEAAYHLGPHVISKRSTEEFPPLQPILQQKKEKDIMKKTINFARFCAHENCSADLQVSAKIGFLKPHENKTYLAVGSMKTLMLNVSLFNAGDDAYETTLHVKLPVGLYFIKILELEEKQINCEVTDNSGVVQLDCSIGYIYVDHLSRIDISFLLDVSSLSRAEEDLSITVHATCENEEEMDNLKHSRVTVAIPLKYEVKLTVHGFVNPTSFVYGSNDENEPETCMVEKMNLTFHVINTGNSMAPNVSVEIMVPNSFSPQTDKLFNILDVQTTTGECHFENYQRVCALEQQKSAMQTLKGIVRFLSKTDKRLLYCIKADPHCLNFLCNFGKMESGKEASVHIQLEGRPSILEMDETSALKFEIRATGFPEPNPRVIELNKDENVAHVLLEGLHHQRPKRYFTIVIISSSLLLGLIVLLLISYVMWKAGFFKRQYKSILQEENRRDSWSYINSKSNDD
# MEP2 TOR yeast: yeast TOR pathway MEP2-GFP modulation | S. cerevisiae MEP2-GFP strain, flow cytometry GFP, 3 h; 100% = DMSO control level | GFP response vs DMSO, % at 10 µM | 330,000 compounds, 0.51% hits;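 active = GFP response versus DMSO above a set limit, roughly screen mean plus 3 SD, cut at about 180% in these data; inconclusive = fewer than 70 cells counted for a yeast strain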;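 note: median GFP fluorescence of the barcode-gated MEP2-GFP cells per well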
# * = called active by the depositor; i = inactive; ? = inconclusive; · = not tested or not shown.
SMILES,RPL19A TOR yeast,LAP4-GFP MLPCN,GRK2 inh,AGP1 TOR yeast,CIT2 TOR yeast,CR mimetic SO,VLA-4 inh,MEP2 TOR yeast
Cc1ccnc(NS(=O)(=O)c2ccc(NC(=O)Cc3ccc(Cl)cc3)cc2)n1,92,80,2,85,104,96,5,89
COc1ccccc1N1CCN(C(=O)c2cc(=O)c3ccc(C)cc3o2)CC1,101,100,0,97,102,83,5,106
CCN(C(=O)COc1ccc(C)nc1[N+](=O)[O-])C1CCS(=O)(=O)C1 (stereo unspecified),108,88,1,115,108,101,20,97
O=C(NC1CCCC1)C(c1ccncc1)N(C(=O)c1csnn1)C1CCCC1 (stereo unspecified),93,84,5,90,94,82,13,96
COc1ccc(NC(=S)NNC(=O)C2CC2c2ccc(C)cc2)cc1 (stereo unspecified),109,91,2,100,102,108,7,102
CC(=O)N1Cc2ccccc2C(C)CC12CCCC2 (stereo unspecified),104,95,0,100,104,102,25,105
COc1ccc(S(=O)(=O)N(C)CC(=O)O)c2ccccc12,97,95,1,106,104,102,3,101
CCN(CC)CCCNS(=O)(=O)c1ccc(OC)cc1,99,100,1,101,101,100,22,106
O=S(=O)(c1ccc(Cl)cc1)N1CCN(c2ccc(N3CCOCC3)nn2)CC1,100,102,0,108,96,112,27,101
O=C(CN1C(=O)C2C3C=CC(C3)C2C1=O)Nc1ccc(C(=O)O)cc1 (stereo unspecified),96,100,0,101,104,95,1,105
COc1cccc(-c2c(C(=O)N/N=C(\C)c3cccs3)nnn2-c2nonc2N)c1,104,91,4,102,106,96,-11,101
CC(C(=O)Nc1ccc(N(C)C)cc1)N1C(=O)c2ccccc2S1(=O)=O (stereo unspecified),88,93,1,97,82,90,3,90
FC(F)(F)c1ccccc1/C=N/Nc1ccccn1,94,100,2,80,102,113,7,95
c1ccc2c(-c3csc(-c4ccncc4)n3)c[nH]c2c1,83,?,0,?,86,77,5,?
CCOc1ccc(NC(=O)CC(Cc2ccc(Cl)cc2)C(=O)O)cc1 (stereo unspecified),106,106,0,94,101,100,5,106
COc1ccc(CNC(=O)C(C)N2CCN(S(=O)(=O)c3ccccc3F)CC2)cc1 (stereo unspecified),92,86,0,93,86,94,3,92
CCN(CC)S(=O)(=O)c1ccc2c(c1)N(CC(=O)NCCc1ccc(S(N)(=O)=O)cc1)C(=O)CO2,98,102,0,100,105,85,5,97
COc1ccc(C(=O)C2CCCN(C(=O)c3ccnn3C)C2)c(C)c1 (stereo unspecified),103,94,0,98,100,91,-1,106
CCSc1nnc(-c2sc3nnc(-c4ccccc4)c(-c4ccccc4)c3c2N)o1,100,103,37,93,100,110,13,105
CCOc1ccc(CN2CCNC(=O)C2CC(=O)OC)cc1 (stereo unspecified),103,104,0,107,109,98,-14,111
O=C(OCc1c(Cl)cccc1Cl)c1ccccn1,92,95,0,99,101,97,13,103
CC(=O)N1CCc2cc(S(=O)(=O)NC(C(=O)NC(C)c3ccccc3)C(C)C)ccc21 (stereo unspecified),100,95,0,103,105,101,i,101
CCOc1ccc(Cc2nnc(N)s2)cc1OCC,94,94,1,99,94,87,25,100
N#Cc1cc2c(nc1SCC(=O)NCc1ccc3c(c1)OCO3)CCCCC2,99,101,0,102,98,97,-15,109
Cc1cc(=O)oc2cc(OCC(=O)OCC(=O)Nc3ccccc3F)ccc12,96,94,0,95,84,102,5,101

# Copied from the list.
# AGP1 TOR yeast, O=C(OCc1c(Cl)cccc1Cl)c1ccccn1 is entered as 99
# RPL19A TOR yeast, CCN(CC)CCCNS(=O)(=O)c1ccc(OC)cc1 is entered as 99

# Following part.
SMILES,RPL19A TOR yeast,LAP4-GFP MLPCN,GRK2 inh,AGP1 TOR yeast,CIT2 TOR yeast,CR mimetic SO,VLA-4 inh,MEP2 TOR yeast
COc1cccc(NC(=O)NC2(C(=O)N3CCN(C)CC3)CCCCC2)c1,103,104,0,104,102,106,10,98
C/C(=N/NC(=O)C1COc2ccccc2O1)c1ccc(Br)s1 (stereo unspecified),97,104,7,97,92,89,-12,95
Cc1ccnc(NC(=O)CCNS(=O)(=O)c2ccc(C)c(C)c2)c1,86,82,2,90,93,92,4,87
COc1cc(N)cc(NC(=O)c2ccncc2)c1,94,95,0,99,97,92,8,97
Cn1c(SCC(=O)N/N=C/c2ccccn2)nnc1-c1ccccc1,102,107,0,114,108,117,17,97
Cc1ccc(CN(CC(=O)NC2CCCCC2)C(=O)c2csnn2)cc1,96,96,4,96,98,93,-36,94
CCOc1ccc(NC(=S)Nc2cc(OC)c(Cl)cc2OC)cc1,99,102,0,98,103,92,-8,106
CC1(C)CC(=O)C(C=Nc2ccncc2)=C(O)C1,99,91,1,99,94,99,13,105
COc1ccccc1/C=C/CN1CCCCC1,97,92,3,109,115,96,-2,99
Cc1cc(N/N=C/c2cccc(Br)c2)nc2ccccc12,97,100,2,87,83,86,28,107
O=C1CCCC2=C1C(c1ccsc1)CC(=O)N2c1ccccc1 (stereo unspecified),100,103,3,105,107,99,-10,99
c1cncc(CNc2c3c(nc4nnnn24)CCCC3)c1,99,97,0,98,98,95,-7,95
CCOc1ccc2c(c1)OC(c1ccccc1)(C(F)(F)F)NC2=O (stereo unspecified),103,96,11,98,104,103,-10,108
C/C(NC(=O)c1cccc(F)c1)=C1/C(=O)C[C@@H]2[C@H]1C2(C)C,96,102,3,101,95,90,-10,103
CCN(CC)S(=O)(=O)c1cc(NC(=O)Cn2cnc3ccccc3c2=O)ccc1C,99,102,0,108,107,105,-10,97
N=c1sccn1CC(=O)Nc1cccc(Oc2ccccc2)c1,102,94,0,102,103,112,7,100
CC(=O)Nc1c(C)nn(C(C)=O)c1C,99,87,1,93,101,88,4,98
Clc1ccccc1CN1CCN(/N=C/c2ccncc2)CC1,105,111,2,97,97,93,9,114
COc1ccc(CCN2C(=O)C3C4CC(C5C(C(=O)NN)=NOC45)C3C2=O)cc1OC (stereo unspecified),·,90,1,87,90,105,24,101
Cc1ccc(NC(=O)C(Nc2cccc(C)c2)c2ccccc2)cc1 (stereo unspecified),94,95,1,96,95,95,-3,98
CN(C)c1ccccc1C(=O)N1CCC(n2nccc2NC(=O)C2CC2)CC1,101,89,1,99,101,124,2,104
COc1ccc(N2CCN(C(=O)Nc3ccccc3Cl)CC2)cc1,100,106,4,93,92,104,0,104
O=S(=O)(Nc1cc(Cl)ccn1)c1ccc(Cl)cc1,101,101,0,102,100,86,-4,97
O=C(NC1=NCCS1)c1csc2ccccc12,98,113,0,83,100,93,-2,95
COCC(=O)NC1(c2nnnn2CCOC(=O)Nc2ccc(Cl)cc2)CCCCC1,99,98,1,101,99,83,-8,102

# Reprinted at random: 5 entries already listed.
SMILES,RPL19A TOR yeast,LAP4-GFP MLPCN,GRK2 inh,AGP1 TOR yeast,CIT2 TOR yeast,CR mimetic SO,VLA-4 inh,MEP2 TOR yeast
c1cncc(CNc2c3c(nc4nnnn24)CCCC3)c1,99,97,0,98,98,95,-7,95
O=C(OCc1c(Cl)cccc1Cl)c1ccccn1,92,95,0,99,101,97,13,103
COc1ccccc1N1CCN(C(=O)c2cc(=O)c3ccc(C)cc3o2)CC1,101,100,0,97,102,83,5,106
CCN(CC)CCCNS(=O)(=O)c1ccc(OC)cc1,99,100,1,101,101,100,22,106
COc1cc(N)cc(NC(=O)c2ccncc2)c1,94,95,0,99,97,92,8,97

# Other structures
SMILES,RPL19A TOR yeast,LAP4-GFP MLPCN,GRK2 inh,AGP1 TOR yeast,CIT2 TOR yeast,CR mimetic SO,VLA-4 inh,MEP2 TOR yeast
CC(=O)NC(C(=O)NCC(N)=O)C(C)C (stereo unspecified),101,93,0,101,115,95,9,90
NC(=Nc1ccc(N)cc1)C(N)=Nc1ccc(N)cc1,103,103,0,107,103,86,-9,115
COc1ccc(CCNC(=O)c2cn(C)c3ccc(S(=O)(=O)N4CCOCC4)cc3c2=O)cc1OC,98,92,4,102,100,103,-3,91
O=C(CNS(=O)(=O)c1c(F)cccc1F)NC1CCCc2ccccc21 (stereo unspecified),101,94,0,103,101,106,1,97
O=C(Nc1ccccc1)c1ccccc1OCC(O)CN1C(=O)c2ccccc2S1(=O)=O (stereo unspecified),87,91,0,87,92,95,-2,92
O=c1cc(-c2ccccc2Cl)oc2c(Br)ccc(O)c12,102,94,2,84,87,103,23,99
Cc1c(NC(=O)CCSCCc2ccccn2)cccc1[N+](=O)[O-],100,98,10,105,101,107,-9,101
Cc1ccc(Cn2cccc(-c3nc4ccccc4s3)c2=O)cc1,103,98,0,102,102,100,4,101
O=C(c1ccc(Br)o1)N(c1ccccn1)C1CCCCC1,101,97,3,101,99,95,0,98
COc1cccc(N=C2SC(CC(=O)Nc3ccccc3)C(=O)N2Cc2ccccn2)c1 (stereo unspecified),99,109,0,106,103,99,-10,107
COc1ccc(CCn2c(C(C)C)nc3oc4ccccc4c(=O)c3c2=O)cc1,96,109,1,105,97,83,-2,97
COc1ccc([N+](=O)[O-])cc1NC(=O)CCc1ccccc1,101,108,3,101,104,98,-2,106
Cc1ccc2c(c1)c(N=Nc1cccc(C(=O)O)c1)c(O)n2C,103,103,2,85,95,92,30,108
CCCc1cc(=O)[nH]c2nnc(SCC(=O)Nc3nnc(SCC)s3)n12,100,101,5,107,103,100,-11,105
CN(CC(=O)Nc1ccccc1C(F)(F)F)C(=O)c1cc([N+](=O)[O-])ccc1N1CCOCC1,102,66,0,?,89,113,0,96
C=CCn1c(SCC(=O)Nc2cc(C)on2)nc2c([nH]c3ccccc32)c1=O,102,87,1,93,97,95,13,99
NNC(=O)c1nc(-c2ccccc2)n2c1CCCCC2,97,97,1,100,105,80,-8,98

# Record cards, from the list above. Values in the order: RPL19A TOR yeast	LAP4-GFP MLPCN	GRK2 inh	AGP1 TOR yeast	CIT2 TOR yeast	CR mimetic SO	VLA-4 inh	MEP2 TOR yeast
# O=C(c1ccc(Br)o1)N(c1ccccn1)C1CCCCC1 as listed: 101	97	3	101	99	95	0	98
# COc1ccc(CCn2c(C(C)C)nc3oc4ccccc4c(=O)c3c2=O)cc1 as listed: 96	109	1	105	97	83	-2	97
